Compound activity (PubChem)
T cell modulator = T cell immune modulation candidate | 2C CD8+ T cell-vesicle binding, flow cytometry; active compounds read low | calls only at 7 µM | hit rate 0.068% among 330,000 | AID 2052;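 active = response, share of CD8 T cells binding vesicles, and their 90th percentile fluorescence all below set limits, cut at about 80% in these data, passing the limit was not always enough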
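Material: murine 2C transgenic CD8+ T lymphocytes / Also added: QL9-peptide-loaded Drosophila micro-vesicles bearing Ld, ICAM-1 and B7-1 / Schedule: binding step 1.5 h, 37 °C, antibody labelling 20 min, ice / Signal: flow cytometry, PE anti-B7-1 (FL2) versus Alexa647 anti-CD8 (FL8), PFA-fixed / Evaluation: percent CD8+ FL2 mean versus row control / Benchmarks: naked versus QL9-loaded vesicles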
human PMI inhibition = inhibitors of human PMI, primary screen, biochemical, fluorescence intensity, coupled assay (AID 1209). purified PMI enzyme, coupled fluorescence intensity; higher % means a stronger effect. inhibition, % at 20 µM; hits with a dose series show IC50 in µM. hit rate 0.42% among 190,000;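 note: plate controls were DMSO vehicle for no effect and wells lacking substrate for full effect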
PMI inhibition = MPI inhibition at elevated mannose 6-phosphate – biochemical, fluorescence intensity, high mannose 6-phosphate, primary screen (AID 1220); hit rate 0.66% among 190,000; recombinant PMI enzyme, coupled fluorescence intensity; higher % means a stronger effect; one-dose inhibition, % at 20 µM; IC50 in µM for titrated hits
Lipid droplet = modulators of hepatic lipid droplet formation | AML12 mouse hepatocytes, oleate lipid droplets, BODIPY imaging | AID 1656 | inhibition, % at 6.5 µM | hit rate 0.4% among 240,000;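 active = lipid droplet intensity inhibited by at least 50%, with more than 500 cells counted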
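Material: mouse AML12 hepatocyte cell line, fixed after treatment; Timing: compound with oleate, overnight; Technique: high-content imaging of BODIPY-stained droplets and DAPI nuclei; Probe or stimulus: oleate, 100 µM final; Dosing: compound at 6.5 µM only.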
Autophagy mod = modulators of autophagy; MEF GFP-LC3 puncta imaging; test concentration mostly 10 µM; calls only at 10 µM (by protocol); hit rate 0.98% among 190,000; AID 463193;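 active = percentage of spot-positive cells more than 3 SD above its plate mean, without a fluorescence outlier flag or 80% toxicity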;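 note: spot-positive cell cutoff set from DMSO-treated cells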
Insulin prom up = MIN6 insulin promoter up-regulation; MIN6 insulin promoter-GFP reporter, high-content imaging; active compounds read high; hit rate 0.3% among 190,000; z-score at 5 µM;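 active = z-score above 3 at 5 µM with at least 500 cells counted in the well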
TNAP activators = human TNAP enzyme activators, primary screen, biochemical, luminescent, no phosphate acceptor, uHTS (AID 1001). purified TNAP, luminescent activation assay, no phosphate acceptor; higher activation fold means a stronger effect. activation fold at 20 µM, or EC50 in µM where a hit was titrated. hit rate 0.03% among 200,000; in the data active = activation fold from about 3, or a potency from the dose series; inactive = the rest, 99 in 100 with activation fold below about 1.6; note: many of its hits are not listed in these tables
b-catenin transl = beta-catenin nuclear translocation modulation; HeLa beta-catenin nuclear translocation, immunofluorescence imaging; nuclear translocation activity, % at 5 µM; hit rate 0.3% among 190,000; AID 1665;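 active = nuclear translocation activity above 50% at 5 µM, with a well cell count of 50 or more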;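 note: per-cell ratio of nuclear to cytoplasmic median beta-catenin stain intensity; plate controls were DMSO negative control for no effect and GSK-3 inhibitor IX positive control for full effect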
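Signal – beta-catenin immunofluorescence imaging with DAPI · Test system – human HeLa cell line · Dosing – 5 µM primary single dose, 0.1% DMSO, 0.02–20 µM confirmation series · Measure – % activation, nuclear-to-cytoplasmic median beta-catenin signal ratio per cell · Incubation – 24 h compound exposure at 37°C, 5% CO2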
MT stabilize HCS = stabilizes microtubules in HeLa cells. HeLa tubulin immunostaining HCS, 24 h; share of cells brighter than vehicle mean+2SD. % tubulin-high responders, % at 10 µM. hit rate 0.83% among 200,000. AID 2205;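 active = plate Z-score above 3 for both tubulin-high and condensed-nucleus cell shares, with cell loss under 80%, at 10 µM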;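 note: anti alpha tubulin signal scored within the nucleus-defined area of each cell; some results filed as inactive read as strong as hits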
Insulin prom up cell count = further read-out of Insulin prom up, marked with its call; cell count; measured here: cytotoxicity, nuclei count;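 total cells summed across four imaged fields per well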
Lipid droplet cells 6.5 µM = recorded beside Lipid droplet, whose call it bears; cell count; measured here: cell count, cytotoxicity flag;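 cells counted across two imaged fields per well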
b-catenin transl cell count 5 µM = second read-out of b-catenin transl, no call of its own (marks repeat the call); cell count; measured here: cell count, cytotoxicity flag
T cell modulator vesicle-bound % = further read-out of T cell modulator, marked with its call; double positive events, %; measured here: CD8+ vesicle-bound cell fraction;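 binding gate set so that unloaded-vesicle control wells show 10% double positive cells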
MT stabilize HCS Hoechst-high % = further read-out of MT stabilize HCS, marked with its call; % Hoechst-high responders; measured here: nuclear condensation Hoechst responders;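 share of cells brighter than vehicle mean plus two SD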
MT stabilize HCS cytotoxicity % = also measured in MT stabilize HCS; calls as there; toxicity, %; measured here: cytotoxicity by cell density;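 0% = mean cell density of plate MIN control wells and 100% = no cells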
Autophagy mod cell loss 18 h = further read-out of Autophagy mod, marked with its call; toxicity, %; measured here: cell loss, nuclei count;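 cell loss after 18 h compound exposure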
An asterisk follows results filed as active; i = inactive; · = not tested or not shown. Cut-off read from the data, not from the text of the source, unless noted: active = inhibition above about 50%; inactive = the rest.

smiles | T cell modulator | T cell modulator vesicle-bound % | human PMI inhibition | PMI inhibition | Lipid droplet | Lipid droplet cells 6.5 µM | Autophagy mod | Autophagy mod cell loss 18 h | Insulin prom up | Insulin prom up cell count | TNAP activators | b-catenin transl | b-catenin transl cell count 5 µM | MT stabilize HCS | MT stabilize HCS Hoechst-high % | MT stabilize HCS cytotoxicity %
CCc1cc2c(=O)n(CCC(C)C)c(=S)[nH]c2s1 | i | 18 | -5% | -7% | 2 | 719 | i | -11 | 1.2 | 1325 | 1 | -0.8 | 1103 | 2.4 | 3.1 | 7.1
COc1ccc(C(N)=O)cc1NC(=O)c1cccc(F)c1 | i | 6 | 1% | 0% | · | · | i | -5 | · | · | 1.1 | · | · | 1.7 | 1.5 | 12
O=C(NC1CCCC1)c1cccc(NC(=O)c2ccco2)c1 | i | 59 | -12% | -18% | · | · | i | 1 | -0.25 | 874 | 1 | · | · | 2.6 | 2.1 | 8.1
CC(C)CNC(=O)c1cccc(NC(=O)c2ccco2)c1 | i | 17 | 14% | 7% | -2 | 722 | i | 5 | 1 | 843 | 1.1 | -3.7 | 1125 | 2.0 | 1.7 | 8.0
[O-][n+]1onc2c1CCC1N(O)C(c3ccccc3)CC21O (stereo not given) | i | 9 | -2% | -10% | -1 | 742 | i | 0 | -0.65 | 1304 | 1.1 | 0.3 | 1086 | 4.4 | 2.2 | 3.2
CC(OC(=O)c1cccs1)C(=O)Nc1nc(-c2ccccc2)cs1 (stereo not given) | i | 45 | 7% | 4% | 5 | 653 | i | 25 | -0.4 | 1527 | 1.1 | -0.9 | 1164 | 4.2 | 2.3 | 6.7
COC(=O)c1c(C)oc2ccc(NS(=O)(=O)c3cccs3)cc12 | i | 29 | 7% | 9% | -3 | 691 | i | 1 | -0.45 | 1214 | 1.1 | -0.8 | 1128 | 4.9 | 2.0 | 0.8
COc1ccc(/C=N/n2nnnc2N)cc1OC | i | 49 | · | · | 3 | 731 | · | · | 0.53 | 1187 | · | 1.1 | 1151 | · | · | ·
CN(CC(=O)Nc1ccccc1N1CCOCC1)S(=O)(=O)c1ccc(F)cc1 | i | 45 | 2% | 1% | · | · | i | 1 | -0.3 | 1548 | 1.5 | 0.1 | 1353 | 2.4 | 2.3 | 9.0
CC(C)CC(=O)NC(=S)Nc1ccc(Cl)cn1 | i | 47 | 14% | 2% | 10 | 626 | i | 0 | 0.86 | 1466 | 1.1 | 2.8 | 1083 | 2.9 | 2.7 | 5.6
O=C(NCC1CCCO1)C1CCN(CC2CCCCC2)CC1 (stereo not given) | i | 35 | 7% | -2% | -7 | 749 | i | 5 | -0.56 | 1257 | 1.1 | -6.4 | 1215 | 2.2 | 2.5 | 9.0
O=C(c1n[nH]c(=O)c2ccccc12)N1CCN(c2ccccc2Cl)CC1 | i | 55 | 0% | 4% | · | · | i | -10 | 0.7 | 1150 | 1.1 | -8.2 | 988 | 4.0 | 4.1 | 7.6
CCOC(=O)Cc1cc(=O)n2[nH]c(-c3ccc(Cl)cc3)cc2n1 | i | 10 | 2% | 2% | -14 | 725 | i | -4 | · | · | 0.9 | · | · | 1.3 | 0.9 | 17
Cc1ccc(N(CC(=O)NCC2CCCO2)C(=O)Cn2nnc(-c3cccs3)n2)cc1 (stereo not given) | i | 60 | 11% | 13% | -1 | 733 | i | 0 | -0.05 | 1721 | 1.1 | -1.4 | 998 | 2.4 | 2.2 | 7.1
Cc1ccc(NC(=O)c2cc(C)n(-c3cccc(C)c3)c2C)cc1 | i | 53 | 8% | 7% | 45 | 672 | i | 13 | 0.1 | 1290 | 1.2 | · | · | 1.8 | 3.4 | 2.5
CC(=O)c1ccc(-n2c(-c3cc(-c4ccco4)[nH]n3)n[nH]c2=S)cc1 | i | 10 | -3% | -2% | 0 | 820 | i | -13 | -0.28 | 937 | 1.4 | 2.0 | 911 | 2.0 | 1.1 | 4.1
COc1ccc(-c2nnn(CC(=O)N(C3CCCC3)C(C)C(=O)NC3CCCC3)n2)cc1OC (stereo not given) | i | 41 | 7% | 10% | · | · | i | 12 | · | · | 1.2 | -4.2 | 1007 | 4.8 | 2.5 | 5.4
COc1ccc2nc(NC(=O)c3ccccc3-c3ccccc3C(=O)O)sc2c1 | i | 22 | -10% | -1% | -16 | 620 | i | 9 | 0.42 | 1343 | 1 | 0.6 | 1513 | 1.8 | 1.1 | 6.7
Cc1ccc(NC(=O)Nc2ccccc2)c(Br)c1 | i | 8 | -3% | 3% | -34 | 641 | i | 1 | -0.22 | 1369 | 1.2 | · | · | 4.5 | 2.0 | 3.2
CSc1nccc(N2CCN(c3ccc(F)cc3)CC2)n1 | i | 49 | 0% | -2% | 5 | 644 | i | 5 | -0.67 | 1383 | 1 | · | · | 1.3 | 1.8 | 0.7

3 successive entries out of the list so far, quoted:
smiles | T cell modulator | T cell modulator vesicle-bound % | human PMI inhibition | PMI inhibition | Lipid droplet | Lipid droplet cells 6.5 µM | Autophagy mod | Autophagy mod cell loss 18 h | Insulin prom up | Insulin prom up cell count | TNAP activators | b-catenin transl | b-catenin transl cell count 5 µM | MT stabilize HCS | MT stabilize HCS Hoechst-high % | MT stabilize HCS cytotoxicity %
CCc1cc2c(=O)n(CCC(C)C)c(=S)[nH]c2s1 | i | 18 | -5% | -7% | 2 | 719 | i | -11 | 1.2 | 1325 | 1 | -0.8 | 1103 | 2.4 | 3.1 | 7.1
COc1ccc(C(N)=O)cc1NC(=O)c1cccc(F)c1 | i | 6 | 1% | 0% | · | · | i | -5 | · | · | 1.1 | · | · | 1.7 | 1.5 | 12
O=C(NC1CCCC1)c1cccc(NC(=O)c2ccco2)c1 | i | 59 | -12% | -18% | · | · | i | 1 | -0.25 | 874 | 1 | · | · | 2.6 | 2.1 | 8.1

Next structures.
smiles | T cell modulator | T cell modulator vesicle-bound % | human PMI inhibition | PMI inhibition | Lipid droplet | Lipid droplet cells 6.5 µM | Autophagy mod | Autophagy mod cell loss 18 h | Insulin prom up | Insulin prom up cell count | TNAP activators | b-catenin transl | b-catenin transl cell count 5 µM | MT stabilize HCS | MT stabilize HCS Hoechst-high % | MT stabilize HCS cytotoxicity %
CC(NC(=O)/C=C/c1ccccc1)c1ccccc1 (stereo not given) | i | 12 | 9% | 10% | -21 | 670 | i | 18 | -0.44 | 1502 | 1.1 | -0.9 | 1081 | 1.4 | 1.2 | 2.9
CC(C)(C)c1cc(OS(C)(=O)=O)ccc1O | i | 44 | 11% | 25% | 24 | 722 | i | -1 | 0.12 | 1477 | 1 | -0.6 | 979 | 1.8 | 2.1 | 11
O=C(CCCn1c(SCC(=O)NC2CCCCC2)nc2ccccc2c1=O)NCC1CCCO1 (stereo not given) | i | 16 | 4% | 10% | · | · | i | 7 | 0.32 | 1130 | 1 | -3.4 | 974 | 2.4 | 1.8 | 13
CCOC(=O)N1CCN(c2ccc3nnnn3n2)CC1 | i | 43 | -2% | -6% | · | · | i | 13 | 0.07 | 1112 | 1.1 | 0.6 | 1115 | 2.0 | 1.5 | 7.5
CCOc1ccc(CC2S/C(=N/c3ccccn3)NC2=O)cc1 (stereo not given) | · | · | -4% | -1% | · | · | i | 1 | 0.64 | 1129 | 1.1 | -9.5 | 943 | 4.0 | 3.3 | 7.1
S=C(Nc1cccnc1)NC1CCCCCCC1 | i | 57 | 11% | -1% | -12 | 618 | i | -5 | · | · | 1.1 | -1.3 | 1115 | 3.1 | 2.4 | 6.3
CN(CC(=O)OCC(=O)NCc1ccccc1)S(=O)(=O)c1ccc(Cl)cc1 | i | 46 | 3% | 3% | 6 | 502 | i | 3 | 0.06 | 1289 | 1.1 | -1.4 | 919 | 3.8 | 2.2 | 2.7
O=C(Nc1ccc(S(=O)(=O)N2CCCC2)cc1)c1ccc(CN2CCOCC2)cc1 | i | 47 | 7% | 5% | · | · | i | 5 | 0.48 | 1497 | 1.1 | 1.7 | 1334 | 2.4 | 2.2 | 9.2
Cc1ccc(NC(=O)Nc2ccc3c(c2)nc(C)n3C)cc1C | i | 52 | -1% | -3% | 2 | 674 | i | -17 | 0.2 | 1463 | 1.3 | 3.4 | 1026 | 3.6 | 2.1 | 2.2
Cn1[nH]c(C(F)(F)F)c(C=NCc2ccc(Cl)cc2)c1=O | i | 35 | 1% | 2% | -4 | 699 | i | -1 | · | · | 0.7 | · | · | 7.6 | 1.4 | 7.1
COC(=O)c1[nH]c2ccc(C)cc2c1NC(=O)CN1CCc2cc(OC)c(OC)cc2C1 | i | 51 | 2% | 9% | · | · | i | 8 | -0.59 | 696 | 1.1 | -5.7 | 903 | 2.1 | 1.9 | 7.0
CCNC(=O)n1cc(-n2cncn2)c(-c2ccc(Cl)cc2)n1 | i | 53 | -7% | -7% | -6 | 684 | i | 1 | -0.74 | 1113 | 1.1 | -0.7 | 1026 | 3.3 | 2.0 | 4.2
O=C(Nc1c2c(nn1-c1ccccc1)CS(=O)C2)c1ccc(S(=O)(=O)N2CCOCC2)cc1 (stereo not given) | i | 56 | 1% | 3% | 16 | 654 | i | 35 | -0.06 | 1566 | 1.1 | -4.6 | 1055 | 2.2 | 1.6 | 1.5
COc1ccc(C(=O)Nc2ccc(Cl)cn2)cc1Cl | i | 32 | 8% | 8% | · | · | i | -14 | · | · | 1 | · | · | 4.5 | 2.2 | 8.1
O=C(O)CNC(=O)C(Cc1ccccc1)NC(=O)OCc1ccccc1 (stereo not given) | i | 33 | -12% | -10% | -2 | 757 | i | 12 | 0.42 | 1161 | 1.1 | 0.5 | 1100 | 1.8 | 1.6 | 2.0
CC(=O)c1ccc(NC(=S)NC(=O)CC(C)C)cc1 | i | 58 | 2% | 4% | -2 | 655 | i | 25 | -0.37 | 1303 | 1.1 | -4.8 | 587 | 3.2 | 2.3 | 8.4
C/C(=N\Nc1ccc(F)cc1F)c1cccs1 | i | 27 | -49% | -64% | 3 | 689 | i | 0 | -0.61 | 1363 | 1.2 | -3.7 | 1087 | 1.3 | 0.8 | 4.8
